M4 PAM: CHRM4 positive allosteric modulation; CHO-K1 hM4/Gqi5, Fluo-8 calcium fluorescence, ACh EC20; 0% = ACh EC20, 100% = maximal ACh; activation, % at 3 µM; 360,000 tested, 0.4% active; AID 624126;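 active means activation above its plate's cutoff, the mean activation of sample wells plus 3 SD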; further: some results filed as inactive read as strong as hits
CRFR2-BP ag: CRF-BP/CRF-R2 complex agonism; HEK293 CRF-R2/CRF-BP, calcium dye fluorescence (FLIPR); percent of saturating CRF peptide response; activation, % at 13.2 µM; 350,000 tested, 0.46% active;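 active means activation of at least 50%, plus an integration ratio under a set limit after plate pattern correction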;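 further: plate controls were neutral control wells without compound for no effect and CRF at EC100 for full effect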
M4 antag: CHRM4 antagonism in calcium assay; P08173; CHO-hM4 cells, ACh EC80, Fluo-8 calcium fluorescence; inhibition, % at 3 µM; 360,000 tested, 0.73% active;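 active means inhibition above its plate's cutoff, the mean inhibition of sample wells plus 3 SD, cut at about 27% in these data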;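 further: 0% = acetylcholine EC80 with DMSO and 100% = DMSO without agonist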
IDE cell inh: inhibits human insulin-degrading enzyme in HEK cells. P14735. FAbetaB cleavage, fluorescence polarization. inhibition, % at 5.59 µM. 320,000 tested, 0.41% active. AID 434962;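 active means percent inhibition above the average of all tested compounds plus 3 SD, set per screening campaign, cut at about 16% in these data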;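 further: IDE supplied by intact live HEK cells; FP after avidin binding of uncleaved biotin substrate so inhibition keeps polarization high; 0% = DMSO wells and 100% = 60 µM reference IDE inhibitor Ii1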
Target sequence (P14735 whole entry, looked up): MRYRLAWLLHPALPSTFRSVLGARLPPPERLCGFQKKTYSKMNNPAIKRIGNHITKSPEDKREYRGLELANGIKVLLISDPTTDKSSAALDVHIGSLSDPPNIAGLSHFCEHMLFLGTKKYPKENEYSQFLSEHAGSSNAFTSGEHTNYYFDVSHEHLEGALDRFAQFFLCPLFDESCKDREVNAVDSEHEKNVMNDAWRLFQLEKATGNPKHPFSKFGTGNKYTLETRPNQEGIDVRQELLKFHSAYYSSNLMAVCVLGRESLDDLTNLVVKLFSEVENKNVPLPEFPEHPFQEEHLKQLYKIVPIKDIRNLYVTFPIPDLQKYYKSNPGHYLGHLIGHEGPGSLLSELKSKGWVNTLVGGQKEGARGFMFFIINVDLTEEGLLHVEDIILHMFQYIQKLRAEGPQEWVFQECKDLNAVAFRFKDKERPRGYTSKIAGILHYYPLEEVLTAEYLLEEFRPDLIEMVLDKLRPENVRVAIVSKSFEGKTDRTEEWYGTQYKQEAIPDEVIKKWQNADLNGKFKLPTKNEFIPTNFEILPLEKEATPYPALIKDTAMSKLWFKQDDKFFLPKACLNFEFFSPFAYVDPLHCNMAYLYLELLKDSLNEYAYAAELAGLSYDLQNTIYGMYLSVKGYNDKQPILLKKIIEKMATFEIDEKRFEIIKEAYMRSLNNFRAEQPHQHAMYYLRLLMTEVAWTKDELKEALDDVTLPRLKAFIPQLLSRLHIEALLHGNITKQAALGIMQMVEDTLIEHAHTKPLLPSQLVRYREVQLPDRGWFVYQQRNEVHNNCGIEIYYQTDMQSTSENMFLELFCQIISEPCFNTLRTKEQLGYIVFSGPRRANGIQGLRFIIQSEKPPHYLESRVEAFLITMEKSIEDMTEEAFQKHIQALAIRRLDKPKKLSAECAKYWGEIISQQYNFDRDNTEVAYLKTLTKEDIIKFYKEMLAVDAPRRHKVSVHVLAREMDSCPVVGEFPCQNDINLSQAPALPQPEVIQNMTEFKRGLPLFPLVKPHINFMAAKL
CRFR2-BP antag: blocks CRF-induced signaling of the CRF-BP/CRF-R2 complex | inhibition, % at 11.8 µM | 350,000 tested, 0.59% active | HEK293 CRF-R2/CRF-BP, CRF-induced calcium fluorescence;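 active means inhibition of the ligand-induced calcium signal above about 50% at the single tested concentration, limit read from the data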
CHRM5 PAM: CHRM5 positive allosteric modulation; P08912; AID 624038; activation, % at 3 µM; CHO-K1 hM5, Fluo-8 calcium, ACh EC20 PAM; 0% = ACh EC20, 100% = ACh EC100; 360,000 tested, 0.3% active;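 active means activation above the run cutoff, the mean activation of all test compounds plus 3 SD, cut at about 18% in these data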
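Assay system: CHO-K1 hM5 cells. Also added: acetylcholine at EC20 concentration, added after compound. Dosing: 3 µM, single dose. Times: compound preincubation 140 s before EC20 acetylcholine addition. Signal: Fluo-8 calcium fluorescence. Measure: % activation relative to EC20 and EC100 ACh responses. Repeats: singlicate, one well per test compound.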
CHRM5 agonist: agonists of human muscarinic M5 receptor (CHRM5) | P08912 | CHO-K1 hM5 cells, Fluo-8 calcium fluorescence; 0% DMSO wells, 100% maximal acetylcholine response | activation, % at 3 µM | 360,000 tested, 0.19% active | AID 624037;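 active means activation above the run's mean over test compounds plus 3 SD, cut at about 23% in these data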;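 further: signal is peak over basal fluorescence ratio across the kinetic read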
M4 ag: agonists of human muscarinic M4 receptor (CHRM4); P08173; CHO-K1 hM4/Gqi5, Fluo-8 calcium fluorescence; vehicle 0%, full acetylcholine response 100%; activation, % at 3 µM; 360,000 tested, 0.14% active; AID 624127;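 active means activation above the run mean over all test wells plus 3 SD, cut at about 32% in these data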;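 further: peak over basal fluorescence ratio per well then scaled between controls; 0% = DMSO wells and 100% = acetylcholine at EC100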
M5 antag: blocks acetylcholine activation of human M5 receptor. CHO-hM5 cells, Fluo-8 calcium fluorescence, ACh EC80. P08912. AID 624040. inhibition, % at 3 µM. 360,000 tested, 0.59% active;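 active means inhibition above a per-plate cutoff, the mean of that plate's test compounds plus 3 SD, cut at about 27% in these data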;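 further: 0% = acetylcholine EC80 with DMSO and 100% = DMSO without agonist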
An asterisk follows results filed as active; / = no result given.

[1] COc1cc(/C=N/NC(=O)c2sc(N)c(C#N)c2C)cc(Br)c1O
[2] CCN1CCN(c2nc(S(=O)(=O)c3ccc(C)cc3)c(Cl)s2)CC1
[3] O=C(Cc1ccc(S(=O)(=O)N2CCOCC2)s1)OCc1ccc(Cl)cc1
[4] CC(=O)NNc1nc(-c2ccc(NC(C)=O)cc2)cs1
[5] COc1ccc(C(C)(O)c2nc(-c3cncnc3)cs2)cc1 (configuration not stated)
[6] O=C(CCC1CCCN(C(=O)c2ccncc2)C1)NCc1ccc(F)c(F)c1 (configuration not stated)
entry no.	1	2	3	4	5	6
M4 PAM	-6	-21	-3	1	-2	-2
CRFR2-BP ag	-0.4	-1.0	0.8	2.5	/	1.6
M4 antag	14	10	-1	2	-3	-15
IDE cell inh	1	-1	8	2	/	-1
CRFR2-BP antag	-18	-4	6	-5	/	-10
CHRM5 PAM	-13	0	-13	10	-4	-5
CHRM5 agonist	-2	-11	-2	2	1	0
M4 ag	7	2	6	1	1	1
M5 antag	12	-1	14	-16	0	-4

[7] COc1ccc(C(=O)Nc2ccc(C3(C#N)CCCC3)cc2)cc1OC
[8] Cc1ccnc2nc(C(=O)OCC(=O)N(CC(C)C)CC(C)C)nn12
[9] COc1ccc(C(=O)NCc2nnc(SCC(=O)Nc3ccccc3OC)n2C)cc1
[10] Cc1cccc(-c2nsc(SCC(=O)N3CCCC3)n2)c1
[11] CCOC(=O)SC1=N/C(=C\c2ccc(N(C)C)cc2)C(=O)S1
[12] CCc1nnc(NC(=O)CSc2nnc(Cc3ccccc3)n2Cc2ccccc2)s1
entry no.	7	8	9	10	11	12
M4 PAM	-4	6	9	-2	-3	-7
CRFR2-BP ag	0.7	3.2	-1.0	-0.2	44	1.0
M4 antag	-3	-11	-12	1	5	9
IDE cell inh	4	7	2	4	8	1
CRFR2-BP antag	-12	5	15	-10	-52	-11
CHRM5 PAM	3	1	-7	9	-3	-1
CHRM5 agonist	3	-1	-4	-12	3	-2
M4 ag	5	1	2	0	2	0
M5 antag	-7	8	5	-6	3	0

[13] CCN(CC)N=Nc1[nH]nc2nc(C)cc(C)c12
[14] O=C(O)CCCCCNS(=O)(=O)c1ccc2c3c(cccc13)C(=O)N2
[15] O=C(CN1C(=O)c2ccc([N+](=O)[O-])cc2C1=O)Nc1cc(S(=O)(=O)N2CCOCC2)ccc1Cl
[16] S=C(NCc1ccccc1Cl)Nc1ccccc1Cl
[17] CC1=CC(C)C2C(=O)N(CCCN(C)C)C(=O)C2C1 (configuration not stated)
[18] COc1ccc2nc(SC)c(C#N)cc2c1
entry no.	13	14	15	16	17	18
M4 PAM	-1	0	3	-6	0	3
CRFR2-BP ag	-0.3	-0.9	-0.5	-1.1	-0.4	-2.0
M4 antag	-5	-12	-23	-9	-1	-3
IDE cell inh	7	/	-1	4	2	-2
CRFR2-BP antag	-1	12	-5	8	1	-1
CHRM5 PAM	-1	2	-9	-3	-1	11
CHRM5 agonist	-10	4	-5	-11	-11	2
M4 ag	1	0	2	1	0	1
M5 antag	-9	-6	11	5	0	0

[19] c1ccc(Oc2ccc(-c3ccnc4nc(N5CCN(c6ccccc6)CC5)nn34)cc2)cc1
[20] CC(C)C(NCc1c(Cl)cccc1Cl)C(=O)O (configuration not stated)
[21] O=C(CSc1nc(=O)n2ccccc2n1)Nc1cccc2ccccc12
[22] c1ccc2c(c1)CC1(CCCC1)N=C2N1CCOCC1
[23] Cc1ccc(S(=O)(=O)c2cc3c(=O)n4cccc(C)c4nc3n(CC3CCCO3)c2=N)cc1C (configuration not stated)
[24] CCN(CC)C(=O)c1[nH]cnc1C(=O)N[C@@H](C)C(=O)OC(C)(C)C
entry no.	19	20	21	22	23	24
M4 PAM	10	15	-4	5	6	3
CRFR2-BP ag	-0.4	0.1	0.5	0.7	5.9	-1.3
M4 antag	0	-6	-4	-3	4	-2
IDE cell inh	1	2	-3	0	0	5
CRFR2-BP antag	-6	-5	1	-6	-5	4
CHRM5 PAM	9	-12	-3	6	4	1
CHRM5 agonist	-2	-3	-2	-9	-3	4
M4 ag	0	1	7	1	0	0
M5 antag	-9	9	6	3	-1	4

[25] CON(C)C(=O)CCN(C(=O)OC(C)(C)C)c1ccccc1
[26] COC(=O)C1=C(C)NC(=S)NC1c1ccco1 (configuration not stated)
[27] Cc1cccc(Nc2nc(N)nc(-c3oc4ccccc4c3C)n2)c1
[28] CCCCc1cc(=O)oc2cc(C)cc(OCC(=O)N3CCC(C(=O)O)(c4ccccc4)CC3)c12
[29] Cc1ccccc1OCC(=O)NNC(=S)NC(=O)c1ccco1
[30] CCOC(=O)CN1C(=O)CSc2ccc(S(=O)(=O)N3CCCC3)cc21
entry no.	25	26	27	28	29	30
M4 PAM	1	17	-3	3	0	11
CRFR2-BP ag	1.1	-1.1	-1.0	-0.3	19	0.5
M4 antag	-5	-7	-4	0	19	2
IDE cell inh	5	3	4	5	3	0
CRFR2-BP antag	5	22	-9	-8	-15	-4
CHRM5 PAM	-4	-2	-7	2	1	1
CHRM5 agonist	0	-2	1	3	1	-6
M4 ag	1	1	-1	0	1	2
M5 antag	3	-2	5	1	8	4

[31] CO/N=C/c1ccc(Oc2ccc([N+](=O)[O-])cc2[N+](=O)[O-])c(OC)c1
[32] Cc1cc2ncn(-c3ncnc4scc(-c5ccccc5)c34)c2cc1C
[33] COC(=O)CNC(=O)CN1C(=O)NC2(CCCc3ccccc32)C1=O (configuration not stated)
[34] Cc1coc2c(C)c3oc(=O)c(CCC(=O)NCCN4CCOCC4)c(C)c3cc12
[35] O=c1ccc(S(=O)(=O)N2CCC(Cc3ccccc3)CC2)c[nH]1
[36] CCCCn1c(SCC(=O)N2CCCc3ccccc32)nc2c1c(=O)n(C)c(=O)n2C
entry no.	31	32	33	34	35	36
M4 PAM	-8	13	-8	-8	2	5
CRFR2-BP ag	-1.4	-1.7	-0.1	-0.5	-0.4	0.4
M4 antag	8	5	4	12	-4	-9
IDE cell inh	2	-3	-1	4	5	-3
CRFR2-BP antag	24	-2	2	2	27	-7
CHRM5 PAM	-4	-5	-8	-1	5	-1
CHRM5 agonist	-4	-8	-1	-1	-6	0
M4 ag	0	-4	3	0	2	1
M5 antag	7	3	6	5	3	-10

Quoted from the listing.
Cc1cc2ncn(-c3ncnc4scc(-c5ccccc5)c34)c2cc1C – M5 antag = 3
Cc1coc2c(C)c3oc(=O)c(CCC(=O)NCCN4CCOCC4)c(C)c3cc12 – M4 ag = 0

(further entries)
[37] NC(=O)c1ccc(NC(=O)c2cccc(Oc3ccccc3)c2)cc1
[38] O=C(Nc1ccccc1)OCCOc1ccccc1Br
[39] O=C(CSc1ncc(-c2ccccc2)n1-c1ccccc1)NCc1ccco1
[40] CNc1ccc(-c2cc(OC)ccc2OC)cn1
[41] CC1CC(Nc2ccccc2)c2ccccc2N1C(=O)c1ccco1 (configuration not stated)
[42] COc1ccc(NC(=O)CSc2nnc(NC(=O)C3CCC3)s2)cc1
entry no.	37	38	39	40	41	42
M4 PAM	8	2	-7	4	14	-8
CRFR2-BP ag	-0.4	-0.3	-1.1	/	-3.8	0.2
M4 antag	-7	-5	10	-7	-5	-12
IDE cell inh	11	/	1	/	2	5
CRFR2-BP antag	4	6	33	/	19	1
CHRM5 PAM	-6	4	-3	3	-6	-1
CHRM5 agonist	0	-9	-2	-2	3	-3
M4 ag	3	-1	4	0	1	2
M5 antag	-2	4	5	2	-1	10

[43] Cc1ccc(S(=O)(=O)NC(=NC2CCCCC2)c2ccc(Cl)cc2)cc1
[44] CN(CC(=O)Nc1ccccc1Br)c1ncnc2sccc12
[45] O=C(NNC(=O)c1cc(Br)ccc1Cl)c1csc(N2CCOCC2)n1
[46] COC(=O)C(CC(=O)c1ccc(Cl)cc1)c1ccc(C(C)C)cc1 (configuration not stated)
[47] O=C(Cn1cc([N+](=O)[O-])cn1)NCc1ccccc1
[48] O=C(COC(=O)C1(c2ccccc2F)CCCC1)NCc1cccs1
entry no.	43	44	45	46	47	48
M4 PAM	0	-11	3	16	0	0
CRFR2-BP ag	1.1	3.1	0.2	4.2	-1.8	-0.8
M4 antag	6	0	-3	6	-2	8
IDE cell inh	7	2	-1	-2	0	1
CRFR2-BP antag	-7	-24	-5	-1	2	18
CHRM5 PAM	2	0	-6	-3	-5	-9
CHRM5 agonist	-1	3	-3	-5	2	-3
M4 ag	2	5	3	-1	1	3
M5 antag	4	1	14	6	13	22

Ordered by molar mass (rising): part of the list above.
[47] O=C(Cn1cc([N+](=O)[O-])cn1)NCc1ccccc1
[48] O=C(COC(=O)C1(c2ccccc2F)CCCC1)NCc1cccs1
[44] CN(CC(=O)Nc1ccccc1Br)c1ncnc2sccc12
[45] O=C(NNC(=O)c1cc(Br)ccc1Cl)c1csc(N2CCOCC2)n1
entry no.	47	48	44	45
M4 PAM	0	0	-11	3
CRFR2-BP ag	-1.8	-0.8	3.1	0.2
M4 antag	-2	8	0	-3
IDE cell inh	0	1	2	-1
CRFR2-BP antag	2	18	-24	-5
CHRM5 PAM	-5	-9	0	-6
CHRM5 agonist	2	-3	3	-3
M4 ag	1	3	5	3
M5 antag	13	22	1	14

Next results follow:
[49] O=C(N/N=C/c1cccnc1)C(O)(c1ccccc1)c1ccccc1
[50] CC(Oc1ccc(Cl)cc1Cl)C(=O)NC1=NN(c2ccccc2)C(=O)C1 (configuration not stated)
[51] CCCCN(C(C)=O)C1CC(=O)N(c2ccc(OCCC)cc2)C1=O (configuration not stated)
[52] O=C(CSc1nc2ncc(Cl)cc2[nH]1)Nc1ccccc1-c1ccccc1
[53] Cc1ccc(S(=O)(=O)NCCSc2nnnn2-c2cc(C)ccc2C)cc1
[54] O=C1CCCC2=C1C(c1ccsc1)CC(=O)N2c1nnc(SCc2ccccc2)s1 (configuration not stated)
entry no.	49	50	51	52	53	54
M4 PAM	6	10	-10	11	-10	-2
CRFR2-BP ag	-1.4	1.9	-3.7	0.0	2.1	8.9
M4 antag	3	-5	-3	1	0	-9
IDE cell inh	-2	1	10	3	1	/
CRFR2-BP antag	-25	-10	-17	-24	-7	-15
CHRM5 PAM	-1	2	-3	-4	-13	-2
CHRM5 agonist	-3	0	-3	-4	-1	-2
M4 ag	1	1	5	9	7	3
M5 antag	-1	6	9	10	8	1

[55] CCCCCC(=O)N1C[C@@H](O)[C@H](n2cc(COC(=O)c3ccccc3)nn2)C[C@@H]1c1ccc(Cl)cc1
[56] CCOCC(=O)N1CCN(Cc2ccc3c(c2)OCO3)CC1
[57] Cc1ccc(OCC(=O)NCCCNC(=O)c2ccco2)cc1
[58] O=C(c1cnn2c(C(F)(F)F)cc(-c3cccs3)nc12)N1CCN(C(c2ccccc2)c2ccccc2)CC1
entry no.	55	56	57	58
M4 PAM	-3	11	1	3
CRFR2-BP ag	-1.4	-2.0	-1.8	5.1
M4 antag	0	-15	8	4
IDE cell inh	/	0	-9	3
CRFR2-BP antag	7	10	14	1
CHRM5 PAM	-2	-1	-1	1
CHRM5 agonist	-1	2	0	-2
M4 ag	3	0	2	1
M5 antag	12	2	3	4

Screening data deposited in PubChem by several laboratories.
